# MazEF act: MazEF (E. coli) toxin RNase activation; P0AE70; FAM/BHQ RNA-DNA oligo cleavage fluorescence, 5 h; activation, % at 20 µM; 350,000 tested, 0.32% active; in the data active = activation above about 50%
# Target sequence (P0AE70 whole entry, looked up): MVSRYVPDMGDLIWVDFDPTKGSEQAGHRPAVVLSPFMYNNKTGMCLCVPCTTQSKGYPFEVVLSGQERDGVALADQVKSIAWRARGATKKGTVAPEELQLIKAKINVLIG
# BioA inh: blocks M. tuberculosis BioA enzyme activity; 360,000 tested, 0.096% active; purified M. tuberculosis BioA enzyme, plate reader; inhibition, % at 9.99 µM; AID 602481; in the data active = inhibition above about 40%; inconclusive = no clear call, values can overlap the other calls
# VHR inh abs: inhibitors of human VHR1 phosphatase (DUSP3). inhibition, % at 13.3 µM. 290,000 tested, 0.52% active. P51452. recombinant VHR phosphatase, pNPP absorbance; in the data active = inhibition above about 50%; note: some compounds called inactive have numbers as strong as hits
# Target sequence (P51452 whole entry, looked up): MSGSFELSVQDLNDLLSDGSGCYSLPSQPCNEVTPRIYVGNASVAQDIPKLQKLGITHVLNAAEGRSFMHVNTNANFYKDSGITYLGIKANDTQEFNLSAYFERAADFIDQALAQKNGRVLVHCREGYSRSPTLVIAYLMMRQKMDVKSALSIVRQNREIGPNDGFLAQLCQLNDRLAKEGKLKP
# GDH-TPI counter: counter-screen for M. tuberculosis FBA inhibitors: GDH-TPI coupled enzymes | GDH-TPI coupled enzyme counterscreen, NADH absorbance | inhibition, % at 4.8 µM | 360,000 tested, 1.2% active;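 note: 0% = DMSO wells and 100% = wells lacking the enzyme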
# FBA Mtb inh: Mtb fructose-bisphosphate aldolase inhibition | 360,000 tested, 2.3% active | AID 588726 | purified M. tuberculosis FBA, fluorescence read-out | P9WQA3 | inhibition, % at 1 µM; in the data active = inhibition above about 27%;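 note: 0% = vehicle and 100% = reference inhibitor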
# Target sequence (P9WQA3 whole entry, looked up): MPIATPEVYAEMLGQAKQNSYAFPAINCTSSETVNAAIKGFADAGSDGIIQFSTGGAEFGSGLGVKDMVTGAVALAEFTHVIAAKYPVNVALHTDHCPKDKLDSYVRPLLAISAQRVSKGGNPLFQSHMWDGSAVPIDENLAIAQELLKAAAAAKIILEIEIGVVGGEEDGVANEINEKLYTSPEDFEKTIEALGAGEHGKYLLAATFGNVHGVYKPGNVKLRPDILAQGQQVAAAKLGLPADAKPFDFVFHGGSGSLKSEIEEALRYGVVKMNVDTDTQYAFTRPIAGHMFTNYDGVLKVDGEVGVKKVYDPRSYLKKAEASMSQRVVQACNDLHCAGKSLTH
# BoNT-F LC inh: blocks Botulinum neurotoxin F light chain protease; Multiplex microsphere protease cleavage assay, flow cytometry; inhibition, % at 10 µM; 360,000 tested, 0.22% active; in the data active = inhibition above about 35%, passing the limit was not always enough; inconclusive = no clear call, values can overlap the other calls; note: plate controls were buffer without enzyme for full effect and enzyme alone for no effect
# FadD28 binding: blocks FadD28 binding to the bisubstrate probe | fluorescence polarization | inhibition, % at 12.5 µM | 360,000 tested, 0.22% active; in the data active = inhibition above about 8.5%, passing the limit was not always enough; inconclusive = no clear call, values can overlap the other calls
# UGM FP inh: Mtb UDP-galactopyranose mutase inhibition. P9WIQ1. purified UGM, fluorescence polarization probe displacement. inhibition, % at 10 µM. 320,000 tested, 0.06% active; in the data active = inhibition above about 10%, passing the limit was not always enough; inconclusive = no clear call, values can overlap the other calls
# Target sequence (P9WIQ1 whole entry, looked up): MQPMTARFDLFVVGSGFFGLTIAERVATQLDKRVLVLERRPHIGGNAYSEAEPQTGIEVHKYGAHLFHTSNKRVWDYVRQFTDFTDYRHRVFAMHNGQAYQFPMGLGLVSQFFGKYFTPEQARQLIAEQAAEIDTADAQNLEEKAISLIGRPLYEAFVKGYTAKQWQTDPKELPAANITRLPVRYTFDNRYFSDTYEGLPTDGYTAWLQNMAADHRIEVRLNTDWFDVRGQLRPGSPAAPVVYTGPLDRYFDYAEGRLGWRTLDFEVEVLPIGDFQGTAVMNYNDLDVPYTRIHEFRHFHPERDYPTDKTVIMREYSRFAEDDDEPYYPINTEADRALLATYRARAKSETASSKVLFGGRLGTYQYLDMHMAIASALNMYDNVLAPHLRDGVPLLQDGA
# CCHF vOTU inh: blocks the CCHF virus ovarian tumor domain protease | 370,000 tested, 0.55% active | CCHFV vOTU protease, Pep-AMC fluorescence | inhibition, % at 11.5 µM; note: 0% = vehicle wells with enzyme and 100% = no enzyme wells
# Rv3671c inh: inhibitors of M. tuberculosis serine protease Rv3671c. AID 2606. P9WHR9. 320,000 tested, 0.048% active. inhibition, % at 5.96 µM; in the data active = inhibition above about 38%;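 note: extracellular domain of Rv3671c used as enzyme; 0% = enzyme with DMSO and 100% = no enzyme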
# * marks the source's active call; other numbers are inactive results; ? = inconclusive; . = not tested or not shown; & = joins results of further samples. Cut-off read from the data, not from the text of the source, unless noted: active = inhibition above about 30%; inactive = the rest.
# Start of the listing, in advance, two compounds:
SMILES,MazEF act,BioA inh,VHR inh abs,GDH-TPI counter,FBA Mtb inh,BoNT-F LC inh,FadD28 binding,UGM FP inh,CCHF vOTU inh,Rv3671c inh
Cc1ccc(NC(=O)c2ccc(Cn3cc(Br)cn3)o2)cc1,-8,.,3,1,-1,-25,-3.7,-0.8,-6,-3
CC(=O)Nc1cccc(NC(=O)C2CC3CCC2C3)c1 (stereo not drawn),1,0.8,-8,-12,-5,-10,-3.6,-0.8,-16,5

# All compounds of this part, repeating the preview:
SMILES,MazEF act,BioA inh,VHR inh abs,GDH-TPI counter,FBA Mtb inh,BoNT-F LC inh,FadD28 binding,UGM FP inh,CCHF vOTU inh,Rv3671c inh
Cc1ccc(NC(=O)c2ccc(Cn3cc(Br)cn3)o2)cc1,-8,.,3,1,-1,-25,-3.7,-0.8,-6,-3
CC(=O)Nc1cccc(NC(=O)C2CC3CCC2C3)c1 (stereo not drawn),1,0.8,-8,-12,-5,-10,-3.6,-0.8,-16,5
Cc1cc(O)c(C(=O)Nc2cccc(Cl)c2)c(=O)n1C,-7,-2.0,6,8,-2,0,-4.8,-1.1,2,2
CN(CC(=O)NC1CCN(Cc2ccccc2)CC1)S(=O)(=O)c1ccc(Cl)cc1,7,4.6,.,0,1,74*,-1.2,1.8,-7,-2
Nn1c(SCc2ccc(F)cc2)nnc1-c1cccnc1,-1,?,-4,-1,-1,.,-0.1,-1.7,-6,-8
Oc1ccccc1/C=N/n1c(COc2ccccc2)n[nH]c1=S,11,-0.4,13,3,2,?,.,1.4,23,-5
CCN(CC)CCN1C(=O)c2oc3ccccc3c(=O)c2C1c1ccccc1 (stereo not drawn),5,9.9,-4,7,2,-2,0.2,-0.6,.,7
CCOC(=O)C1=C(C)N(CCCC(=O)O)C(=O)NC1c1ccccc1OS(=O)(=O)c1ccccc1[N+](=O)[O-] (stereo not drawn),-2,-1.6,.,0,3,-2,-0.2,-3.1,3,4
CC1(C)CC(=O)C2=C(C1)N(CCN1CCOCC1)C1=C(C(=O)CC(C)(C)C1)C2c1ccc(Cl)c([N+](=O)[O-])c1,12,.,14,2,3,0,-0.8,0.1,-2,-6
S=C(Nc1ccc(CN2CCCCC2)cc1)Nc1cccc(Cl)c1Cl,-1,0.3,19,2,3,-6,-2.8,0.8,8,-4
COc1ccc(NC2=C(C)C(=O)CC2)cc1,7,0.7,48,2,-3,-2,-3.9,3.0,1,4
Cc1nc(NC(=O)C2CC3CCCC(C2)C3=O)sc1C (stereo not drawn),8,1.3,-16,-9,0,?,-4.1,3.6,9,-2
CCn1nnc2cc(C(=O)Nc3cc(S(C)(=O)=O)ccc3Cl)ccc21,2,18,14,5,0,-2,-2.7,0.4,7,-11
COc1cc(CNc2ncc(-c3ccc(Br)cc3)n2C)cc(OC)c1OC,0,7.2,5,6,4,-3,-0.3,1.9,-8,2
O=C1C2C3C=CC(CC3)C2C(=O)N1c1ccc(F)cc1 (stereo not drawn),0,-0.3,20,6,-1,-10,-3.7,2.3,-15,-4
CCCc1nn2c(=O)cc(O)nc2s1,1,8.3,2,-4,-5,3,-5.2,-2.8,-16,-3
O=C(CCc1nc2ccccc2c(=O)[nH]1)NNC(=O)COc1ccccc1Cl,0,-1.2,.,-1,-1,12,-2.5,-0.8,13,0
Cc1ccc(C(C)C)c(OCCN2CCc3ccccc3C2)c1,-5,-1.5,10,1,1,?,-1.8,-1.5,-1,5
Cc1ccn2c(Nc3ccccc3C)c(-c3cccnc3)nc2c1,1,.,17,1,4,.,-1.0,0.7,-2,5
CC(Oc1ccccc1F)C(=O)NNC(=O)c1ccc(-n2cncn2)c([N+](=O)[O-])c1 (stereo not drawn),0,-0.1,.,6,10,5,-0.2,.,2,.
O=C(NCc1ccccc1)c1onc(CSc2ccccc2)c1C(=O)NCC1CC1,0,0.8,11,3,0,4,-1.3,2.8,16,-69
Cc1cccc(NC(=O)c2cccc(S(=O)(=O)N3CCCCC3)c2)c1,-2,-0.7,17,-5,0,14,-2.5,0.6,-9,-3
O=C(NC1CCCCCCC1)c1c(Cl)cccc1Cl,-2,.,.,-2,1,5,1.1,2.2,2,-2
CN(CC(=O)Nc1cccc(F)c1)CC(=O)Nc1ccccc1-c1ccccc1,-6,.,.,0,-2,3,-1.3,2.1,1,3
COc1cc(C)ccc1OCc1cc(C(=O)N(Cc2nccn2C)C(C)C)no1,13,0.8,52*,7,0,5,-1.7,-0.6,6,-10

# (continued)
SMILES,MazEF act,BioA inh,VHR inh abs,GDH-TPI counter,FBA Mtb inh,BoNT-F LC inh,FadD28 binding,UGM FP inh,CCHF vOTU inh,Rv3671c inh
Cc1ccccc1NC(=O)c1cccc(S(C)(=O)=O)c1,9,.,34,-1,-1,3,-1.1,-1.9,5,-5
CC(CN1CCCC1)OC(=O)c1cccc(F)c1 (stereo not drawn),-13,-2.2,-52,-2,2,?,0.8,3.4,5,-2
COc1ccc(N2CCC(CNC(=S)Nc3ccc(C)cc3C)C2)cc1 (stereo not drawn),11,.,3,2,0,-26,-2.3,4.6,-8,-2
CC1(C(=O)NS(=O)(=O)C2CC2)CCN(C(=O)c2c(F)cccc2F)C1 (stereo not drawn),.,3.3,.,-3,-5,-3,-1.8,.,15,.
CCN(CC(=O)Nc1ccc(NC(C)=O)cc1)C(=O)c1cccc(N2C(=O)c3ccccc3C2=O)c1,-2,-1.4,.,2,-2,-11,0.5,.,2,.
COc1ccc(-c2csc(NC(=O)Cc3cccc4ccccc34)c2C(=O)O)cc1,7,.,11,-3,2,-3,-2.4,.,16,.
COc1ccc(CNC(=O)C2CCC(CNS(=O)(=O)c3cccc4nsnc34)CC2)cc1 (stereo not drawn),1,1.2,34,5,-1,-3,-3.9,0.7,-2,2
CCOC(=O)c1c(N)n(CCN2CCOCC2)c2nc3ccccc3nc12,9,-1.7,36,21,113*,-7,-1.4,2.5,-85,4
O=C(CCCn1c(=S)[nH]c2cc3c(cc2c1=O)OCO3)NC1CC1,7,1.6,23,16,1,-2,-3.4,-1.6,12,-5
CC(OC(=O)c1ccc(Br)o1)C(=O)NCC1CCCCC1 (stereo not drawn),4,0.4,.,-3,5,6,-2.1,-0.4,0,-4
O=C(O)CCCCCN1C(=O)CCC1=O,-3,-1.5,33,-3,-2,6,-3.6,0.2,3,9
CCOC(=O)CC(NC(=O)c1ccc(C)cc1)c1ccc(OC)cc1 (stereo not drawn),1,-0.7,12,-2,1,-6,-0.3,1.1,-11,-5
CSc1nc(C)c2c(n1)N(c1ccc(F)cc1)CC2,0,.,29,-1,1,2,-2.8,0.9,4,1
CNc1ncnc2c1ncn2[C@H]1CN(Cc2ccc(OC)cc2)C[C@@H](CO)O1,.,-0.3,.,0,1,-3,-0.9,.,3,.
OC(Cc1nc2ccccc2[nH]1)c1ccccc1Cl (stereo not drawn),-5,-2.6,13,0,1,1,-3.0,1.6,-17,-1
N#C/C(N)=C(/C#N)N=Cc1cccc(Cl)c1,4,.,-11,28,3,.,-0.8,-2.9,22,6
Cc1ccc(-c2nn3c(C)nnc3s2)cc1N,-2,-1.3,30,19,16,-10,-1.5,2.3,-10,-5
COc1ccc(Nc2nc(-c3ccncc3)nc3ccccc23)cc1,6,-1.0,6,17,2,3,0.1,0.9,-13,-5
COc1ccc(-c2cc(C(F)(F)F)n3nc(C(=O)Nc4c(C)n(C)n(-c5ccccc5)c4=O)c(Cl)c3n2)cc1,6,1.8,3,2,-1,0,-0.8,0.3,-9,-9
CC1(C)CC(=O)C2=C(C1)OC(N)=C([N+](=O)[O-])C2c1ccc(F)cc1 (stereo not drawn),6,-0.8,22,8,0,0,-1.9,2.4,7,-7
O=C(NC1=NCCS1)c1cc2ccccc2o1,-1,0.1,26,2,4,-5,-0.4,-0.2,-2,-9
CCN(CC)S(=O)(=O)c1ccc(O)c(C(=O)OCC(=O)NC23CC4CC(CC(C4)C2)C3)c1,2,-0.3,.,8,9,-4,-0.5,0.3,-7,-11
CCCCn1c(N)c(N(CC(C)C)C(=O)C2CCCO2)c(=O)[nH]c1=O (stereo not drawn),4,.,.,9,1,-19,-3.5,1.9,-1,-1
C=C(C)CCOC(=O)C(CC(=O)O)NCc1ccco1 (stereo not drawn),0,-1.5,9,6,3,4,-3.2,-5.0,-3,15
CCOc1ccc(S(=O)(=O)N2CCCC(C(=O)N3CCN(CC)CC3)C2)cc1Cl (stereo not drawn),5,2.7,26,2,-1,-14,0.7,1.0,21,-2

# (continued)
SMILES,MazEF act,BioA inh,VHR inh abs,GDH-TPI counter,FBA Mtb inh,BoNT-F LC inh,FadD28 binding,UGM FP inh,CCHF vOTU inh,Rv3671c inh
COc1cccc(NC(=O)C2CCN(Cc3cnn(-c4ccccc4)c3-n3cccc3)CC2)c1,-3,.,32,4,2,-11,-4.2,-0.5,3,-2
CC[C@]1(O)CC2CN(CCc3c([nH]c4ccccc34)[C@@](C(=O)OC)(c3cc4c(cc3OC)N(C=O)[C@H]3[C@@](O)(C(=O)OC)[C@H](OC(C)=O)[C@]5(CC)C=CCN6CC[C@]43[C@@H]65)C2)C1 (stereo partly drawn),-29,1.5,-9,9,3,2,-1.7,1.8,1,-1
CCOP(=O)(c1ccccc1)C(O)c1ccc(F)cc1 (stereo not drawn),0,.,-1,-15,4,1,-4.3,0.5,0,-8
O=C1C2C3C=CC(C3)C2C(=O)N1Nc1c(Cl)cc(Cl)cc1Cl (stereo not drawn),3,.,18,1,2,-8,0.4,0.8,-20,-4
Fc1ccc(-c2n[nH]c(=S)n2-c2ccc3c(c2)OCCO3)cc1,1,.,3,-13,4,-2,-3.4,2.3,12,3
COc1ccc(Cl)cc1N1C(=O)[C@@H]2C(c3cccc(OC)c3OC)=NO[C@@H]2C1=O,-11,1.1,-16,5,2,-11,0.0,-2.2,-2,1
C=C(C)c1cccc(C(C)(C)NC(=O)NC(c2ccccc2)c2ccc(OC)cc2)c1 (stereo not drawn),5,.,-5,-1,0,0,-0.7,-0.8,6,-16
COc1ccc(CNC(=O)c2cc3c(=O)n4ccccc4nc3n(Cc3cccnc3)c2=N)cc1,557*,-0.9&0.2,20,18,8,2,-3.7,5.6,1,1
COCC1CCN(C(=O)c2ccc3oc(C(C)C)nc3c2)C1 (stereo not drawn),4,-0.2,.,12,-3,-21,-0.6,.,-6,.
NS(=O)(=O)c1ccc(NCc2cnc3ccccc3c2)cc1,8,0.4,.,0,1,-8,-2.7,.,6,.
Nc1ccccc1C#Cc1ccccc1,8,0.1,29,9,6,0,-2.0,-1.4,16,0
COCCNC(=O)CCC1CCN(C/C=C/c2ccccc2OC)CC1,-18,-1.1,25,-1,0,?,-2.8,0.9,-1,-2
CC(C)(C)c1cc(NC(=O)C2CCCO2)no1 (stereo not drawn),4,0.2,8,-3,3,-8,-0.6,-0.8,-25,6
Cc1cc(C(=O)O)ccc1-c1ccc(/C=C2\NC(=O)N(Cc3ccc(F)cc3)C2=O)o1,-2,.,4,-1,2,-4,-0.2,1.2,-7,1
CC(C)(C)c1ccc(OCCC(=O)OCC(=O)N2c3ccccc3NC(=O)C2(C)C)cc1,-8,-0.8,.,2,3,-7,-2.6,3.0,9,-13
CCCn1nc(C(=O)Nc2ccc3c(c2)OCO3)c2ccccc2c1=O,7,-0.7,.,3,3,5,-1.0,0.9,-9,4
CS(=O)(=O)Nc1ccccc1C(=O)N1CCCC1,1,-0.9,24,-2,13,-4,-0.3,-1.3,5,-2
Cc1cc(C)nc(SCc2ccc(C(=O)N/N=C/c3ccco3)cc2)n1,6,.,24,5,-1,-8,-2.7,0.2,-2,-3

# Filtered by structure, the entries above containing an aryl thioether with sulfur outside any ring (four)
SMILES,MazEF act,BioA inh,VHR inh abs,GDH-TPI counter,FBA Mtb inh,BoNT-F LC inh,FadD28 binding,UGM FP inh,CCHF vOTU inh,Rv3671c inh
Nn1c(SCc2ccc(F)cc2)nnc1-c1cccnc1,-1,?,-4,-1,-1,.,-0.1,-1.7,-6,-8
O=C(NCc1ccccc1)c1onc(CSc2ccccc2)c1C(=O)NCC1CC1,0,0.8,11,3,0,4,-1.3,2.8,16,-69
CSc1nc(C)c2c(n1)N(c1ccc(F)cc1)CC2,0,.,29,-1,1,2,-2.8,0.9,4,1
Cc1cc(C)nc(SCc2ccc(C(=O)N/N=C/c3ccco3)cc2)n1,6,.,24,5,-1,-8,-2.7,0.2,-2,-3
